GDH-TPI inh: GDH-TPI coupling enzyme inhibitors, primary screen, artefact control for M. tuberculosis FBA inhibitor project, biochemical, absorbance, full deck | GDH-TPI coupled enzyme counterscreen, NADH absorbance | inhibition, % at 4.8 µM | 360,000 compounds, 1.2% hits;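 note: 0% = DMSO wells and 100% = wells lacking the enzyme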
MazF activator: activators of E. coli MazEF toxin-antitoxin RNase, primary screen, biochemical, fluorescence, uHTS. Endoribonuclease toxin MazF (Escherichia coli (strain K12)), P0AE70. FAM/BHQ RNA-DNA oligo cleavage fluorescence, 5 h. activation, % at 20 µM. 350,000 compounds, 0.32% hits. AID 504720, 2011; in the data active = activation above about 50%
Target sequence (P0AE70 whole entry, looked up): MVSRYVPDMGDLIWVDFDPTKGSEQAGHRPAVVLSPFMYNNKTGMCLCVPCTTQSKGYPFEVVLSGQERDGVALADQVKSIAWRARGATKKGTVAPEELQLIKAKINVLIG
BoNT F protease: BoNT/F light chain protease inhibitors, primary screen, biochemical, flow cytometry, MLPCN library | AID 588497, 2011 | inhibition, % at 10 µM | 360,000 compounds, 0.22% hits | Multiplex microsphere protease cleavage assay; in the data active = inhibition above about 35%, passing the limit was not always enough; inconclusive = no clear call, values can overlap the other calls; note: plate controls were buffer without enzyme for full effect and enzyme alone for no effect
Mtb BioA inh: M. tuberculosis BioA enzyme inhibitors, primary screen, biochemical, plate reader, single point, HTS. 7,8-diaminopelargonic acid synthase BioA (Mycobacterium tuberculosis). purified M. tuberculosis BioA enzyme. inhibition, % at 9.99 µM. 360,000 compounds, 0.096% hits. AID 602481, 2012; in the data active = inhibition above about 40%; inconclusive = no clear call, values can overlap the other calls
CCHF vOTU inh: CCHFV vOTU protease inhibitors, primary screen, biochemical, Pep-AMC substrate, fluorescence | inhibition, % at 11.5 µM | 370,000 compounds, 0.55% hits | AID 651958, 2012; note: 0% = vehicle wells with enzyme and 100% = no enzyme wells
FadD28 FP inh: inhibitors of FadD28 bisubstrate probe binding, primary screen, biochemical, fluorescence polarization, single point | 360,000 compounds, 0.22% hits | AID 588549, 2011 | inhibition, % at 12.5 µM | Mycobacterium tuberculosis FadD28 fatty-acid-AMP ligase; in the data active = inhibition above about 8.5%, passing the limit was not always enough; inconclusive = no clear call, values can overlap the other calls
VHR inh abs: VHR1 phosphatase inhibitors, primary screen, biochemical, absorbance, uHTS | Dual specificity protein phosphatase 3 (Homo sapiens), P51452 | AID 1654, 2009 | inhibition, % at 13.3 µM | 290,000 compounds, 0.52% hits | recombinant VHR phosphatase, pNPP absorbance; in the data active = inhibition above about 50%; note: some compounds called inactive have numbers as strong as hits
Target sequence (P51452 whole entry, looked up): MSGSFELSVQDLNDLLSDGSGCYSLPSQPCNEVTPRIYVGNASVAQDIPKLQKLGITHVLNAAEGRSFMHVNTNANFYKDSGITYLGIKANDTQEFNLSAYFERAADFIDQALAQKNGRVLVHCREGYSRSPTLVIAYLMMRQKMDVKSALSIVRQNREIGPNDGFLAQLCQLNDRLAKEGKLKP
Mtb UGM inh: M. tuberculosis UGM enzyme inhibitors, primary screen, biochemical, fluorescence polarization, single point; inhibition, % at 10 µM; UDP-galactopyranose mutase (Mycobacterium tuberculosis (strain ATCC 25618 / H37Rv)), …; AID 504406, 2011; purified UGM, fluorescence polarization probe displacement; 320,000 compounds, 0.06% hits; in the data active = inhibition above about 10%, passing the limit was not always enough; inconclusive = no clear call, values can overlap the other calls
Target sequence (P9WIQ1 whole entry, looked up): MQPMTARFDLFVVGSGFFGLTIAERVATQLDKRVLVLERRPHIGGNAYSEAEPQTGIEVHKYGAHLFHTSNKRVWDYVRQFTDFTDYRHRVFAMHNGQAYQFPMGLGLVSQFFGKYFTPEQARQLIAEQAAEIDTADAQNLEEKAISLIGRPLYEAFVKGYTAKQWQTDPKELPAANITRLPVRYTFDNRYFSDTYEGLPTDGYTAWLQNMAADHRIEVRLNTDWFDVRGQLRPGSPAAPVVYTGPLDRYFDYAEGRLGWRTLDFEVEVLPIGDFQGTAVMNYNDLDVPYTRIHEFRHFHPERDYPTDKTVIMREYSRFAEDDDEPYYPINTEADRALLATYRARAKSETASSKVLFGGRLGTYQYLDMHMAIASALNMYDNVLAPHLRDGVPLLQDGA
Rv3671c protease: Rv3671c serine protease inhibitors, primary screen, biochemical, fluorescence polarization, M. tuberculosis H37Rv | P9WHR9 | 320,000 compounds, 0.048% hits | inhibition, % at 5.96 µM | AID 2606, 2010; in the data active = inhibition above about 38%;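 note: extracellular domain of Rv3671c used as enzyme; 0% = enzyme with DMSO and 100% = no enzyme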
Mtb FBA inh: Mtb FBA enzyme inhibitors, primary screen, biochemical, fluorescence, strain H37Rv. Fructose-bisphosphate aldolase (Mycobacterium tuberculosis (strain ATCC 25618 / H37Rv)), …. purified M. tuberculosis FBA, fluorescence read-out. inhibition, % at 1 µM. 360,000 compounds, 2.3% hits; in the data active = inhibition above about 27%;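 note: 0% = vehicle and 100% = reference inhibitor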
Target sequence (P9WQA3 whole entry, looked up): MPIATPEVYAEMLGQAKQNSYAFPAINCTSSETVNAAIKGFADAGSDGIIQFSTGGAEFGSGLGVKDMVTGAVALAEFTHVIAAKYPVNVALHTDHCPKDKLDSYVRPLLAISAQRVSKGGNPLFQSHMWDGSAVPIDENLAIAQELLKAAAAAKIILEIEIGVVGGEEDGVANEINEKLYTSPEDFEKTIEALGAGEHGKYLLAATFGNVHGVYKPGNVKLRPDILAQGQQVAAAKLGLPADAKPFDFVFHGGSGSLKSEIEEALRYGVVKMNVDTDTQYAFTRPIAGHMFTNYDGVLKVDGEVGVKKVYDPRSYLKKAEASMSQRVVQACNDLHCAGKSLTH
* = called active by the depositor; ? = inconclusive; · = no result given. Cut-off read from the data, not from the text of the source, unless noted: active = inhibition above about 30%; inactive = the rest.

SMILES	GDH-TPI inh	MazF activator	BoNT F protease	Mtb BioA inh	CCHF vOTU inh	FadD28 FP inh	VHR inh abs	Mtb UGM inh	Rv3671c protease	Mtb FBA inh
CC1CCCCN1C(=O)CSc1nnc2c(n1)[nH]c1ccccc12 (stereo not given)	3	6	-10	5.0	13	-2.0	-9	1.5	-1	1
CNC(=O)c1ccc(NC(=O)c2cc(S(=O)(=O)N3CCOCC3)ccc2N2CCCC2)cc1	19	4	-2	0.0	10	-0.2	·	-1.6	6	-1
CC(C)NC(=O)N(O)C1N(Cc2ccc3c(c2)OCO3)C(=S)SC1(C)C (stereo not given)	0	8	-3	1.3	7	-6.7	4	2.7	11	-1
Cc1ccccc1S(=O)(=O)Cc1ccc(C(=O)N2CC(C)CC(C)C2)o1 (stereo not given)	4	2	-24	0.7	-2	-0.6	-2	2.3	-5	3
C(=C\c1ccccc1)/CSc1nnc(-c2ccccc2)n1Cc1ccco1	0	-9	1	·	-5	-0.4	14	-1.4	-6	1
CCN(CC)S(=O)(=O)c1ccc(-c2nnc(SC)o2)cc1	4	0	-8	-2.2	-2	-2.3	-2	2.0	3	3
N#CC(c1nc2ccccc2nc1N1CCOCC1)S(=O)(=O)c1ccccc1 (stereo not given)	-2	-7	?	·	11	-2.2	20	3.8	5	0
CN(C)S(=O)(=O)c1ccc(NC(=O)c2cc(F)c(F)cc2Cl)cc1	-14	11	2	-0.1	11	-0.3	10	2.0	-2	5
CC[C@]1(C(=O)OC)[C@H]2C(=O)N(Cc3ccccc3)C(=O)[C@H]2[C@H]2CN=C(SCC(=O)c3ccccc3)N21	2	-6	-2	-1.6	0	-1.8	·	·	·	-1
CC(=O)Nc1cccc(-c2ccnc3c2CC(C(=O)NCC2CC2)O3)c1 (stereo not given)	10	·	4	-2.9	5	-1.5	·	·	·	5
O=C(CCC(=O)N1CCOc2ccccc21)NC1CCCCCC1	-1	0	6	0.3	-1	0.0	2	1.7	-6	1
Cc1ccc(Cn2nnc3c(=O)[nH]c(C4CCCN(C(=O)c5ccco5)C4)nc32)cc1 (stereo not given)	-9	10	-13	2.6	1	-2.1	26	2.8	1	2
Cc1cccc(NC(=O)c2cccnc2Cl)n1	1	-3	0	-0.7	-8	-3.4	15	2.8	4	4
COC(=O)COn1c(-n2nc(C)cc2C)nc2ccccc2c1=O	15	-6	-2	-0.6	5	-0.1	10	-2.0	-2	0
COc1ccc(Oc2cnc3ccccc3n2)cc1	4	5	8	·	3	-0.4	8	2.7	-8	-1
O=C1[C@H]2[C@H](ON3CCCC[C@H]23)C(=O)N1c1ccc(Cl)cc1	6	6	-2	·	7	-2.6	17	-2.7	-3	3
CCOC(=O)C1(CCSC)NC(c2ccco2)C2C(=O)N(CC)C(=O)C21 (stereo not given)	6	-10	2	-1.6	-15	1.0	-1	-1.4	12	3
CCC(=O)NC(=S)Nc1ccccc1C(=O)OC	-5	-2	-8	0.2	-1	-1.5	21	0.5	-3	-5
COc1ccc(-c2c3c([nH]c(=S)c2C#N)CCC3)cc1	14	3	20	-0.6	19	0.4	13	·	·	2
O=C(CC1NC2CCCCC2NC1=O)Nc1ccc2c(c1)OCO2 (stereo not given)	-2	9	0	-1.4	-10	-2.7	3	-1.9	0	0
O=C(Cc1cccs1)Nc1cc(S(=O)(=O)N2CCCCC2)ccc1Cl	14	0	-2	-0.8	5	0.7	·	0.2	1	4
O=C(CCN1C(=O)C2C3C=CC(C3)C2C1=O)Nc1c(F)cccc1F (stereo not given)	6	-1	-40	-0.5	-3	-1.9	19	0.4	1	21
O=C(CN1CCCC1)N1CCN(c2ccccc2)CC1	-4	4	-1	0.5	-7	-1.1	13	0.7	3	2
Cc1ccc(S(=O)(=O)CCC(=O)Nc2nc(-c3ccccn3)cs2)cc1	4	4	-9	0.3	3	0.3	·	-0.3	3	0
CCCNc1nc(C)cc(-c2cc(C(=O)Nc3ccccc3)on2)n1	2	7	-2	0.5	0	-2.3	·	2.0	-3	1
CCN(CC)C(=O)CSc1nnc(CNc2ccc(F)cc2)n1-c1ccccc1	0	5	-6	3.0	-11	-0.2	9	0.1	6	3
COc1ccc(CN(C)S(=O)(=O)c2nnc(NC(=O)c3cccc(F)c3)s2)cc1OC	25	0	-4	-1.0	6	-3.0	-12	2.9	-3	5
COc1ccc(N(CC(=O)NCCc2ccccc2)C(=O)CCC(=O)Nc2nccs2)c(OC)c1	-4	4	22	1.2	15	-1.0	17	-0.9	1	1
O=C(c1ccc(CS(=O)Cc2ccc(Cl)cc2)o1)N1CCN(C2CCCCC2)CC1 (stereo not given)	7	4	6	0.1	-2	-0.5	·	·	·	1
O=C(C1CCN(S(=O)(=O)c2ccccc2)CC1)N1CCN(c2ccccc2F)CC1	-4	5	-2	0.2	7	1.0	·	-0.4	3	-1
COc1ccc(CN2CCN(Cc3ccc(C)cc3)C(CCO)C2)cc1OC (stereo not given)	-13	3	-1	·	1	-2.7	4	1.3	0	5
c1coc(CNC2CCCCCCC2)c1	16	0	-4	-2.3	13	0.4	13	-3.8	5	2
Cc1c(O)c2ccccc2oc1=O	5	-5	3	·	2	-3.4	18	0.3	3	3
CS(=O)(=O)c1ccc2nc(NC(=O)C3CCCCC3)sc2c1	4	1	-3	0.1	15	-1.5	25	-0.2	-4	2
CCOC(=O)CN1C(=O)C(=O)N(Cc2c(Cl)cccc2Cl)C1=O	1	-3	3	-0.5	-13	·	-18	1.7	-6	-1
COc1cc(OC)cc(C(=O)N[C@H](C(=O)Nc2nc(-c3cc(OC)ccc3OC)cs2)C(C)C)c1	3	-15	-1	·	10	-9.6	30	-0.2	-21	2
CN(C)S(=O)(=O)c1ccc(N2CCCC2)c(C(=O)Nc2nc(-c3ccc(F)c(F)c3)cs2)c1	2	3	-16	·	-10	2.2	-4	-1.6	1	-4
O=C(Nc1nc2ccc(F)cc2s1)c1ccccn1	·	0	·	·	-2	·	17	3.8	-13	·
Cc1ccc(N/C(N)=N/c2nc(CSc3ccc(C)cc3)cc(=O)[nH]2)cc1	8	-12	-2	-0.6	2	-0.5	25	·	·	5
CC1CCC(C(C)C)C(OC(=O)Cn2nnc3c(cnn3-c3ccccc3)c2=O)C1 (stereo not given)	7	-4	-7	-3.9	-7	-1.6	7	1.3	10	-2
CCSc1nnc(NC(=O)C2CCCCC2C(=O)O)s1 (stereo not given)	2	1	1	·	-9	-0.5	-5	2.0	4	1
CCC(C)[C@H](NC(=O)NCc1ccc(S(N)(=O)=O)cc1)C(=O)O (stereo not given in full)	8	7	-1	-1.2	-6	-1.6	17	2.5	-8	6
COc1ccc(OC)c2sc(Cl)nc12	-6	-1	-4	·	-4	-2.7	26	3.7	-3	2
O=C(c1ccncc1)c1ccc([N+](=O)[O-])cc1	-1	3	-4	0.3	1	-1.1	26	-0.4	2	-2
Cc1ccc(OCC(O)Cn2c(NCCc3ccccc3)nc3c2c(=O)[nH]c(=O)n3C)cc1 (stereo not given)	5	1	-9	0.3	0	-3.3	-12	-0.2	-5	0
O=C(CN1CCOCC1)Nc1ccccc1C(=O)O	1	-3	1	-1.2	3	-4.0	20	4.7	4	1
CCOc1ccc(N(CC(=O)NC2CCCCC2)C(=O)CCC(=O)Nc2cc(C)ccn2)cc1	-1	4	1	-1.4	-1	1.4	32	0.3	2	5
O=C1C=C(c2cccc(CO)c2)C[C@@H](c2ccc3c(c2)OCO3)C1	9	12	1	1.5	16	-4.0	·	-1.5	0	1
O=C(CCCc1nc2ccccc2s1)NCc1ccc(F)cc1	5	0	40*	·	-18	-2.3	1	0.2	-8	1
COc1ccc(CN2C(=O)c3ccccc3C2=O)cc1C(=O)N(C)CC(=O)Nc1ccc(F)cc1	3	3	1	-0.7	0	·	·	2.2	2	-2

More structures
SMILES	GDH-TPI inh	MazF activator	BoNT F protease	Mtb BioA inh	CCHF vOTU inh	FadD28 FP inh	VHR inh abs	Mtb UGM inh	Rv3671c protease	Mtb FBA inh
O=S(=O)(NCc1cccnc1)c1ccc(Br)s1	3	-1	-3	5.5	16	-3.6	36	0.4	5	2
CCC(=O)Nc1nnc(S(=O)(=O)N(C)c2cc(C)cc(C)c2)s1	-1	-1	42*	-1.6	19	1.3	40	0.2	·	2
S=C(NCCc1ccccc1)NCC(c1ccco1)N1CCCCC1 (stereo not given)	-3	3	-5	·	11	-1.8	17	-0.3	8	3
CCC(CC)C(=O)NCCCN1CCOCC1	6	-1	-1	·	1	-1.2	4	0.2	2	4
CCOC(=O)CC(=O)CSc1ncnc2c1nnn2-c1ccccc1	7	3	-1	-1.1	11	-1.7	-3	3.1	-5	0
CCCNC(=O)C1(C)CCN(C(=O)c2cccc(Cl)c2)C1 (stereo not given)	8	·	-4	-0.3	1	0.0	·	·	·	1
COc1cc(C(=S)N2CCOCC2)cc(OC)c1OS(=O)(=O)c1ccc(Cl)cc1	5	-21	·	-0.7	-4	-2.0	-12	1.7	4	2
O=C(NCc1cccnc1)C1CCCN(S(=O)(=O)c2ccc(Br)cc2)C1 (stereo not given)	-3	0	9	8.9	0	-5.2	14	-2.4	2	1
Cc1cccc(NCCC(=O)c2ccc([N+](=O)[O-])cc2)c1C	5	10	-1	·	-4	-1.0	24	-1.5	3	0
Cc1ccc(-c2cnn(-c3ccccc3)c2N)cc1	-9	-7	-22	2.2	9	-2.0	16	0.6	4	1
CCC(C)(C)n1nnnc1C(c1cc(OC)c(OC)c(OC)c1)N1CCN(c2ccccc2)CC1 (stereo not given)	10	4	1	4.0	9	-2.1	16	-3.8	-2	1
CN(C(=O)COC(=O)Cc1ccccc1[N+](=O)[O-])C1CCS(=O)(=O)C1 (stereo not given)	6	-8	-8	-1.3	-1	-1.9	·	-1.4	-3	1
COc1cc2c(cc1OC)C(C(=O)Nc1cccc(C)n1)C(c1cccnc1)N(C)C2=O (stereo not given)	1	3	0	·	-3	-3.2	6	3.1	-10	0
COc1ccc(NC(=O)Cc2coc3cc(C)ccc23)cn1	-7	12	-4	·	-10	-2.7	12	1.7	0	-2

Profiles, quoted from the list. Order of values: GDH-TPI inh	MazF activator	BoNT F protease	Mtb BioA inh	CCHF vOTU inh	FadD28 FP inh	VHR inh abs	Mtb UGM inh	Rv3671c protease	Mtb FBA inh
COc1ccc(N(CC(=O)NCCc2ccccc2)C(=O)CCC(=O)Nc2nccs2)c(OC)c1 across the screens: -4	4	22	1.2	15	-1.0	17	-0.9	1	1
CCOC(=O)CN1C(=O)C(=O)N(Cc2c(Cl)cccc2Cl)C1=O across the screens: 1	-3	3	-0.5	-13	·	-18	1.7	-6	-1
COc1ccc(NC(=O)Cc2coc3cc(C)ccc23)cn1 across the screens: -7	12	-4	·	-10	-2.7	12	1.7	0	-2
Cc1ccc(-c2cnn(-c3ccccc3)c2N)cc1 across the screens: -9	-7	-22	2.2	9	-2.0	16	0.6	4	1

Source: PubChem BioAssay (several laboratories)
